Bioassay records (PubChem BioAssay)
NCI-60 one-dose screen, 48 h, at 10 µM unless noted. Numbers give growth in % (100 = growth as untreated, 0 = no growth, -100 = all killed).
CCRF-CEM = CCRF-CEM leukemia. AID 1794778. hit rate 7% among 77,000
MOLT-4 = MOLT-4 leukemia cells. AID 1794779. hit rate 6.9% among 80,000
RPMI-8226 = RPMI-8226 leukemia cells; hit rate 7.5% among 77,000; AID 1794781
EKVX = EKVX NSCLC; hit rate 3% among 71,000
HOP-92 = HOP-92 NSCLC cells; hit rate 6.3% among 71,000
K-562 = K-562 leukemia; hit rate 7.4% among 78,000; AID 1794777
HOP-62 = HOP-62 NSCLC | hit rate 3.9% among 80,000
SR = SR leukemia cells | hit rate 8.7% among 73,000 | AID 1794780
Active calls of the source: *; · = no result given. How the source made its calls: active means growth percent below 10; inactive means the rest.

SMILES	CCRF-CEM	MOLT-4	RPMI-8226	EKVX	HOP-92	K-562	HOP-62	SR
COc1cc(CNC(=O)C[C@H](C)CCC=C(C)C)ccc1OCc1cn(-c2ccc(C#N)cc2)nn1	58	15	58	81	65	48	89	25
COc1cc2cc3c(nc2cc1OC)CCN3Cc1ccc(NC(=O)Nc2ccc(Cl)c(C(F)(F)F)c2)cc1	65	55	69	·	93	61	77	68
O=C1c2ccccc2CCC1(Br)Br	-22*	-13*	1.1*	·	·	-13*	97	0.1*
COc1cc(-c2ccc(N=Nc3ccc4c(S(=O)(=O)O)cc(S(=O)(=O)O)c(N)c4c3O)c(OC)c2)ccc1N=Nc1ccc2c(S(=O)(=O)O)cc(S(=O)(=O)O)c(N)c2c1O	106	105	102	90	83	99	93	100
CC(C)(C)c1ccc(S(=O)(=O)Oc2ccc(NC(=O)C3CCCCCCC3)cc2)cc1	58	49	51	61	55	41	96	75
O=S(=O)(Oc1ccc(-c2ccc3sccc3c2)cc1)C1CCCCC1	80	95	83	92	120	76	114	60
CC(C)(C)NC(=O)C(c1c[nH]c2ccccc12)N(Cc1ccccc1)C(=O)c1ccccc1C(=O)NCc1ccco1 (stereo unspecified)	78	79	60	86	78	98	91	77
Cn1c(=O)[nH]c2nc(N)[nH]c(=O)c21	105	96	113	·	107	103	94	101
Cc1ccccc1NC(=O)N/C(N)=N/c1nc(-c2cccc([N+](=O)[O-])c2)cs1	36	30	34	49	60	9.1*	42	·
Cc1cccc(C)c1NC(=O)CSC(=S)N1CCOCC1	105	93	107	97	114	95	107	94
O=C(CC(CC(=O)c1ccc(Cl)cc1)c1ccc(O)cc1)c1ccc(Cl)cc1	78	60	76	86	98	72	99	88
CN(C)n1cc(C#N)c(=O)[nH]c1=O	·	96	·	97	·	108	105	96
Cc1ccc(-c2c3c(C)nn(-c4ccccc4)c3nc3nc(Cc4ccccc4)[nH]c(=O)c23)cc1	98	103	102	·	101	101	99	95
Cc1ccc[n+](CCCCC[n+]2cccc(C)c2)c1	101	101	109	99	107	106	103	96
COC(=O)C1=NN(c2ccccc2)C2C3N(c4ccccc4)N=C(C(=O)OC)N3c3ccccc3N12 (stereo unspecified)	284	117	98	117	84	66	100	86
COc1ccc(NC(=O)c2sc3nc(C)c(Br)c(C)c3c2N)cc1	108	102	103	79	103	95	84	96
c1ccc(Oc2c3ccccc3nc3ccccc23)cc1	14	14	-21*	62	8.2*	8.6*	16	-0.7*
COc1cc(Cl)cc(-c2nn(C(=O)NCCN(C)C)cc2-c2ccncc2)c1	91	94	·	53	·	85	45	77
COc1ccc(C2N(c3cccc(Cl)c3)N=C(C(C)=O)N2[C@@H]2[C@@H](OC(C)=O)O[C@@H](COC(C)=O)[C@H](OC(C)=O)[C@H]2OC(C)=O)cc1 (stereo partly specified)	71	51	43	66	72	55	87	75
Clc1ccc2c(NCCNc3nc(N4CCOCC4)nc4ccccc34)ccnc2c1	-8.6*	12	-37*	31	-42*	·	-37*	-24*
CS(=O)(=O)Nc1cc(-c2ccc3ncnc(Nc4ccc5c(cnn5Cc5cccc(F)c5)c4)c3c2)cnc1Cl	13	-10*	-24*	4.6*	-20*	19	9.8*	4.8*
C=C1CC[C@@H]2[C@](C)(COC(C)=O)[C@H](OC(C)=O)CC[C@@]2(C)[C@@H]1CC(Sc1ccccc1)C1=CCOC1=O (stereo partly specified)	-5.2*	-3.9*	-4.7*	58	25	3.9*	-18*	2.9*
CCCCCN1C=C/C(=C\C(=O)N(C)c2ccc(C(F)(F)F)cc2)c2ccccc21	93	95	75	75	93	77	97	77
O=c1c(O)cccn1CCCN(CCCn1cccc(O)c1=O)CCn1cccc(O)c1=O	24	24	40	48	·	38	31	15
Cn1c(N)cc(=O)n(C)c1=O	101	99	104	90	98	105	107	103
Cc1nc2sc(-c3nc4ccccc4[nH]3)c(N)c2c(C)c1Cl	66	84	73	·	36	89	36	64
CC(=O)OCC(OC(C)=O)C(OC(C)=O)C(OC1OC(COC(C)=O)C(OC(C)=O)C(OC(C)=O)C1OC(C)=O)C(COC(C)=O)OC(C)=O (stereo unspecified)	101	99	106	·	104	108	92	89
CC(=O)CC(=O)N1CCOCC1	90	116	112	102	110	·	88	104
O=C1Nc2ccccc2/C1=C\c1ccccc1O	·	75	·	56	47	73	88	·
COC(=O)c1cc2ccccc2c([N+](=O)[O-])c1O	·	100	108	99	134	105	105	93
CC(C)Cc1nc2n[nH]c(N)c2c2c1CCCC2	102	94	98	·	77	99	101	86
N#Cc1c(NC(=O)c2ccco2)[n+]([O-])c2cc(C(F)(F)F)ccc2[n+]1[O-]	86	97	97	110	93	97	96	88
COc1cc(-c2cc(C(=O)N3CCN(C(=O)c4ccccc4NCc4ccco4)CC3)nc3cc(-c4ccccc4)nn23)cc(OC)c1OC	19	38	21	49	·	12	45	-2.9*
CC1CCC(O)(C(C(=O)O)c2ccccc2)CC1 (stereo unspecified)	124	125	108	118	78	122	105	145
O=C(/C=C/c1cccc(Cl)c1)c1cccc(OCCCOc2cccc(C(=O)/C=C/c3cccc(Cl)c3)c2)c1	98	97	-8.7*	99	67	87	102	37
CC(NNC(C)c1ccccc1)c1ccccc1 (stereo unspecified)	118	113	98	97	96	114	105	92
COc1ccc(C2N(c3ccc(C)cc3)N=C(C(C)=O)N2[C@H]2[C@H](OC(C)=O)O[C@H](COC(C)=O)[C@@H](OC(C)=O)[C@@H]2OC(C)=O)cc1 (stereo partly specified)	91	57	49	66	75	74	102	72
O=C(Sc1nnc(CCC(=O)c2nc3ccccc3[nH]2)s1)c1ccccc1	92	92	95	86	·	93	115	94
COc1cccc(/C=C2\SC(=Nc3cc(C)on3)NC2=O)c1	100	104	102	93	96	103	96	106
Cc1ccc(/C=C2\COc3ccc(O)c(O)c3C2=O)cc1	3.2*	1.5*	-13*	28	-18*	13	-1.6*	18
CCCn1nc(C(=O)N(C)Cc2ccccc2)c2c1CCC(N1CCc3ccccc31)C2 (stereo unspecified)	97	90	91	95	91	87	103	104
CCN1C(=O)CSC12C(=O)Nc1ccccc12 (stereo unspecified)	98	95	112	93	93	94	101	106
CN(C)c1ccc(/C=N\Nc2cc(=O)[nH]c3ccccc23)cc1	95	96	94	93	77	90	79	·
O=C(NC1CCN(Cc2ccccc2)CC1)c1cc(C(=O)NC2CCN(Cc3ccccc3)CC2)cc(C(=O)NC2CCN(Cc3ccccc3)CC2)c1	2.3*	46	56	·	54	65	59	20
CC(=O)N1N=C(c2cc3ccccc3oc2=O)CC1c1cn(-c2ccccc2)nc1-c1ccc(Br)cc1 (stereo unspecified)	107	103	103	97	82	98	83	92
C[N+](C)(C)CC(=O)N/N=C\c1cccc2ccccc12	105	91	101	105	94	94	106	·
CCN(CCC#N)c1ccccc1	94	101	98	101	·	·	101	96
O=C1/C(=C/c2ccc(-c3ccc(Br)cc3)o2)SC(=S)N1CCCN1CCOCC1	98	105	99	98	93	116	106	112
O=c1c2ccccc2n2cnc3ccc(Cl)c1c32	96	89	99	63	102	97	93	45
C=C(C)[C@@H]1CC[C@]2(C#N)CC[C@]3(C)[C@H](CC[C@@H]4[C@@]5(C)C/C(=C/c6ccco6)C(=O)C(C)(C)[C@@H]5CC[C@]43C)[C@@H]12	106	97	89	94	92	94	99	80
O=C(/C=C/c1cccc(Cl)c1)c1ccc(O)c(CN2CCN(c3cc4c(cc3F)c(=O)c(C(=O)O)cn4C3CC3)CC2)c1	25	60	4.1*	56	22	20	37	·
COc1ccc(-c2nc(SCc3nc4ccccc4[nH]3)nc(Nc3ccccc3)c2C#N)cc1	75	83	87	102	86	85	85	66
CCn1c(SC/C(=N/O)c2ccccc2)nnc1-c1ccncc1	103	104	98	109	109	97	113	107
Fc1ccc2nc(-c3nc(-c4ccccc4)n4ccccc34)[nH]c2c1	53	40	-26*	·	·	8.6*	-76*	38
CC(C(=O)C(C)(C)C)C(=O)C(C)(C)C	103	·	106	105	96	·	112	115
Cc1ccc(CO)c2ccccc12	·	96	109	·	·	104	101	·
C=CCn1c(SC)nccc1=O	105	99	105	97	99	90	94	115
COc1ccc(N2C(=O)C(OC)C2c2ccc(Cl)cc2)cc1 (stereo unspecified)	111	103	100	95	122	100	107	·
O=C(CNc1nc(-c2cccc([N+](=O)[O-])c2)cs1)Nc1ccccc1	·	100	126	102	136	97	99	89
OC1CC2c3ccccc3C1c1ccccc12 (stereo unspecified)	104	106	104	108	96	111	108	·
(listing goes on)
SMILES	CCRF-CEM	MOLT-4	RPMI-8226	EKVX	HOP-92	K-562	HOP-62	SR
CC1=C(SCC(=O)OCCCCCC(C)C)C(=O)c2ccccc2C1=O	91	79	61	82	85	81	106	84
CC1=CN2C(=NC3=C(CCCC/C3=C\c3ccc(Cl)cc3)C2c2ccc(Cl)cc2)S1 (stereo unspecified)	95	87	97	107	104	93	99	109
CC(=O)OCC1C2C=CC(C2)C1COC(C)=O (stereo unspecified)	94	95	98	109	·	93	98	96
O=C1CCCN1C1CCN(Cc2cc3ccccc3[nH]c2=O)c2ccccc21 (stereo unspecified)	76	69	3.2*	79	·	·	79	73
CC1(C)CC[C@]23CC[C@]4(C)[C@H](CC[C@@H]5[C@@]6(C)CC[C@H](N)C(C)(C)[C@@H]6CC[C@]54C)[C@H]2[C@H]1OC3=O	-32*	·	-31*	-95*	-66*	·	-77*	·
Cc1ccc(-c2nc3c(N)nc(N)nc3nc2N)cc1	102	103	101	112	·	93	103	104
COc1ccc(C(=O)n2nc(-c3ccccc3)nc2N)cc1OC	87	88	92	88	67	80	80	81
Nc1ccc(C(=O)Nc2nc3c(s2)C[C@@H](NC(=O)c2cc(Cl)c(Cl)[nH]2)CC3)cc1	63	52	76	96	95	74	96	77
Cc1ccc(-n2c(/C=C3\C(=O)Nc4ccccc43)ccc2COCC2CO2)cc1 (stereo unspecified)	83	68	104	110	119	82	106	64
COC(=O)C1=CC=C[C@@H]2[C@@]3(C)CC(c4ccoc4)OC(=O)[C@@H]3CC[C@@]12C (stereo partly specified)	104	115	109	·	90	119	98	113
CC1=NC(=S)NC(c2ccccc2)/C1=C1/CC(c2ccccc2O)N(c2ccccc2)N1 (stereo unspecified)	97	100	103	98	78	94	87	99
CC1(CCCC(=O)O)Nc2ccccc2-c2nc(=O)c(-c3ccc(F)cc3)nn21 (stereo unspecified)	109	109	103	100	102	105	85	50
C=CCc1c(O)c(C=O)c(OC)c2c(=O)cc(-c3ccc(Cl)cc3)oc12	95	96	92	86	97	117	103	109
CCCCCCN(CCCCCC)CCCCCC	106	95	106	106	121	108	91	101
CCOC(=O)c1c(Nc2ccccc2)nn2c(N)c(C#N)c(-c3ccc(OC)cc3)nc12	89	95	89	69	47	·	61	·

A draw from above in order of formula weight, largest number first:
SMILES	CCRF-CEM	MOLT-4	RPMI-8226	EKVX	HOP-92	K-562	HOP-62	SR
CC1(C)CC[C@]23CC[C@]4(C)[C@H](CC[C@@H]5[C@@]6(C)CC[C@H](N)C(C)(C)[C@@H]6CC[C@]54C)[C@H]2[C@H]1OC3=O	-32*	·	-31*	-95*	-66*	·	-77*	·
CC1=CN2C(=NC3=C(CCCC/C3=C\c3ccc(Cl)cc3)C2c2ccc(Cl)cc2)S1 (stereo unspecified)	95	87	97	107	104	93	99	109
CC1=NC(=S)NC(c2ccccc2)/C1=C1/CC(c2ccccc2O)N(c2ccccc2)N1 (stereo unspecified)	97	100	103	98	78	94	87	99
CCOC(=O)c1c(Nc2ccccc2)nn2c(N)c(C#N)c(-c3ccc(OC)cc3)nc12	89	95	89	69	47	·	61	·
CC1(CCCC(=O)O)Nc2ccccc2-c2nc(=O)c(-c3ccc(F)cc3)nn21 (stereo unspecified)	109	109	103	100	102	105	85	50
Cc1ccc(-n2c(/C=C3\C(=O)Nc4ccccc43)ccc2COCC2CO2)cc1 (stereo unspecified)	83	68	104	110	119	82	106	64
CC1=C(SCC(=O)OCCCCCC(C)C)C(=O)c2ccccc2C1=O	91	79	61	82	85	81	106	84
O=C1CCCN1C1CCN(Cc2cc3ccccc3[nH]c2=O)c2ccccc21 (stereo unspecified)	76	69	3.2*	79	·	·	79	73
C=CCc1c(O)c(C=O)c(OC)c2c(=O)cc(-c3ccc(Cl)cc3)oc12	95	96	92	86	97	117	103	109
COC(=O)C1=CC=C[C@@H]2[C@@]3(C)CC(c4ccoc4)OC(=O)[C@@H]3CC[C@@]12C (stereo partly specified)	104	115	109	·	90	119	98	113
Cc1ccc(-c2nc3c(N)nc(N)nc3nc2N)cc1	102	103	101	112	·	93	103	104

(list continues)
SMILES	CCRF-CEM	MOLT-4	RPMI-8226	EKVX	HOP-92	K-562	HOP-62	SR
C=CC(C)(O)CCC=C(C)C (stereo unspecified)	100	110	116	105	77	113	101	107
CCOc1ccc(/C=N/NC(=O)CN2CCN(Cc3ccccc3)CC2)cc1	101	103	104	101	88	94	99	99
O=c1oc2ccccc2cc1-c1csc(N2N=C(c3ccc(Cl)cc3)CC2c2ccc(Cl)cc2)n1 (stereo unspecified)	101	100	100	89	·	98	113	94
CC(C)[C@@]12c3[nH]c4ccccc4c3CCN1C(=O)[C@H]2Oc1ccc(Cl)cc1	84	71	75	82	81	66	97	67
CCCCCCCCCCCC(=O)N1CCOCC1	95	98	92	94	79	92	114	62
Cc1ccc(C)c(CCO)c1	119	113	138	112	68	116	92	110
CCOC(=O)c1noc2c1CCc1cn(Cc3ccccc3)cc1-2	103	78	95	106	95	96	85	89
CC(=O)Oc1c(C)cccc1Cl	99	111	97	106	105	100	108	99
Nn1c(N=Nc2c(O)[nH]c3ccccc23)n[nH]c1=S	·	103	124	69	102	97	78	95
CC(C)c1ccc(C(=O)Nc2nc3ccc(O)c(CN(C)C)c3s2)cc1	74	63	70	96	82	1.5*	93	33
N=c1nc(N)nc(N)n1-c1ccccc1	101	105	100	100	·	106	99	99
Oc1ccc(Br)cc1/C=N/NC(=S)NC12CC3CC(CC(C3)C1)C2	-21*	1.7*	-21*	·	·	1.0*	16	-7.5*
COc1cc(O)c2c(=O)c3c(CC=C(C)C)cc(OC)c(O)c3oc2c1	17	26	30	54	81	12	25	25
Cc1cc(C(=O)CC(=O)C(F)(F)C(F)(F)C(F)(F)F)c(C)s1	93	102	99	98	·	·	100	103
O=c1[nH]c(=S)[nH]c(O)c1/C=C1\C=c2ccccc2=N\C1=N\c1nccs1	89	102	98	98	86	115	88	83
